# MEKK2 WT-MEK5: modulators of MEK5 binding to wildtype MEKK2, primary screen, biochemical, multiplex bead flow cytometry, Alexa488-MEK5; Alexa488-MEK5 binding to MEKK2 WT; actives lie on both sides; binding response (% of control), % at 10 µM; hit rate 1.1% among 290,000; AID 1531, 2009; in the data active = binding response below about 67% or above about 130%
# NS3 helicase inh: inhibitors of HCV NS3 helicase, primary screen, biochemical, Cy5 molecular beacon fluorescence; Hepatitis C virus NS3 helicase; hit rate 0.56% among 290,000; NS3 helicase DNA unwinding; inhibition, % at 10.9 µM; AID 1800, 2009;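 active = inhibition above the mean of all tested compounds plus 3 SD, set per campaign, cut at about 35% in these data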;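 also: 0% = DMSO wells and 100% = thioflavine S control wells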
#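 System: NS3 helicase fragment of HCV / Schedule: 1 h at 25 °C / Control set: DMSO alone as 0% and 110 µM thioflavine S as 100% / Reagent: Cy5/quencher beacon DNA duplex and ATP to start / Technique: Cy5 fluorescence / Replication: singlicate / Evaluation: % inhibition of end-to-start signal ratio versus controls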
# DNA FID counter: compounds displacing fluorescent DNA intercalator, primary screen, artefact control for HCV NS3 helicase inhibitor project, biochemical, FID fluorescence; DNA fluorescent intercalator displacement; inhibition, % at 7.9 µM; hit rate 0.17% among 290,000; AID 1845, 2009; in the data active = inhibition above about 37%;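 also: 0% = vehicle and 100% = reference compound; higher means more ethidium bromide displaced from hairpin DNA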
# SUMO HTRF inh: inhibitors of in vitro SUMOylation cascade, primary screen, biochemical, HTRF, uHTS; HTRF SUMOylation assay, SAE1/SAE2 + UBC9; inhibition, % at 35 µM; hit rate 0.36% among 290,000; SUMO-conjugating enzyme UBC9 (Homo sapiens), P63279; in the data active = inhibition above about 50%, passing the limit was not always enough; also: strong numbers were not always called active
# Target sequence (P63279 whole entry, looked up): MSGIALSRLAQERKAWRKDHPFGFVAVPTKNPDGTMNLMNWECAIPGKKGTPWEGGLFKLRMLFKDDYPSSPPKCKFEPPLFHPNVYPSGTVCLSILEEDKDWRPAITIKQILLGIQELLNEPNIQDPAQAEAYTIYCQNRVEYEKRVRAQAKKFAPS
# IMP-1 inh: IMP-1 metallo-beta-lactamase inhibitors, primary screen, biochemical, epi-absorbance readout, Pseudomonas aeruginosa enzyme | metallo-beta-lactamase IMP-1 (Pseudomonas aeruginosa) | inhibition, % at 5.6 µM | AID 1556, 2009 | hit rate 0.45% among 290,000 | purified IMP-1, nitrocefin hydrolysis, epi-absorbance fluorescence;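 active = inhibition above the mean plus 3 SD of all compounds in the same screening run, cut at about 4.5% in these data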;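 also: 0% = IMP-1 with DMSO and 100% = DMSO wells lacking enzyme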
#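 Material – recombinant IMP-1 enzyme, purified · Amount – IMP-1 0.2 nM before substrate addition · Medium – HEPES buffer pH 7.1 with ZnSO4 and Brij 35 · Timing – 25 °C, 15 min preincubation, 25 min reaction · Measured by – plate fluorescence quenching by hydrolysis product, ex 480/em 530 nm · Read-out – percent enzyme inhibition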
# VIM-2 inh: VIM-2 metallo-beta-lactamase inhibitors, primary screen, biochemical, epi-absorbance readout, Pseudomonas aeruginosa enzyme; purified VIM-2, nitrocefin hydrolysis, epi-absorbance fluorescence; inhibition, % at 5.6 µM; hit rate 0.89% among 290,000;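 active = inhibition above the mean of all tested compounds plus 3 SD, cutoff set per screening run, cut at about 7.5% in these data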;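 also: red hydrolysis product quenches plate fluorescence so inhibitors raise well fluorescence; 0% = enzyme with DMSO and 100% = DMSO without enzyme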
# MEKK2mut PB1 HTS: MEK5 binding signal on mutant MEKK2 PB1, primary screen, biochemical, multiplex bead flow cytometry, Alexa488-MEK5; Alexa488-MEK5 binding to MEKK2 mutant; percent response, % at 10 µM; hit rate 0.35% among 290,000; AID 1530, 2009; in the data active = percent response above about 24%, passing the limit was not always enough; also: inactives centre near 1; some results filed as inactive read as strong as hits
# PfM18AAP inh: PfM18AAP inhibitors, malaria aminopeptidase, primary screen, biochemical, QFRET, recombinant enzyme; H-Glu-NHMec fluorogenic cleavage; inhibition, % at 7.35 µM; hit rate 1.2% among 290,000; AID 1822, 2009;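 active = inhibition above the campaign mean inhibition over all tested compounds plus 3 SD, cut at about 28% in these data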;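 also: 0% = plate median of test compound wells and 100% = 2 mM ZnCl2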
# NALP1 yeast inh: NALP1 inflammasome inhibitors in reconstituted yeast, colorimetric, S. cerevisiae, triplicate retest; hit rate 0.61% among 280,000; inhibition, % at 10 µM; AID 2071, 2009; S. cerevisiae NALP1/ASC/caspase-1 growth, X-gal OD620, 72 h; in the data active = inhibition mostly above about 24%, no sharp cut-off; inactive = mostly below about 32%; also: some compounds called inactive have numbers as strong as hits
# The depositor's hits bear a star; . = no result given.
SMILES,MEKK2 WT-MEK5,NS3 helicase inh,DNA FID counter,SUMO HTRF inh,IMP-1 inh,VIM-2 inh,MEKK2mut PB1 HTS,PfM18AAP inh,NALP1 yeast inh
CC1(C)OC(=O)N(Cc2ccco2)C1(C)O (stereo not drawn),101,4,-3,28,-3.1,-2.4,2,-2,2
COc1ccc(CC(=O)NCC(=O)NC(Cc2ccccc2)C(=O)O)cc1 (stereo not drawn),106,4,-5,7,-3.1,-1.8,8,1,-3
CC(=O)NC(NC(C)=O)c1cccc(OCc2ccccc2)c1,92,22,-3,8,-1.6,-0.4,-3,-15,11
Cc1cccn2cc(-c3cccc(S(=O)(=O)N4CCOCC4)c3)nc12,108,-5,-23,15,0.7,0.9,4,-1,16
O=C(COc1ccccc1)N(Cc1cc2ccccc2[nH]c1=O)CC1CCCO1 (stereo not drawn),90,-4,-7,8,-4.5,-3.3,-16,3,-1
O=C(OCC#CCSc1nc2ccccc2o1)c1cc2ccccc2o1,105,-1,3,9,-3.0,-2.2,4,4,4
O=C(COC(=O)Cc1ccc(Br)cc1)NC1CCCCC1,101,-3,-25,-2,-2.7,-1.4,-3,-6,16
O=C(O)c1ccc(COCC(F)(F)F)cc1,105,-8,2,6,0.7,-0.8,-2,-6,14
O=C(CCNC(=O)Cn1cnc2ccccc2c1=O)NCCC1=CCCCC1,105,2,-15,17,-1.5,-4.0,3,0,15
COc1ccccc1C(CNc1nc(C(F)(F)F)nc2ccccc12)N(C)C (stereo not drawn),108,7,11,1,-2.9,-1.3,4,1,20
CN(Cc1ccccc1NC(=O)c1ccc(S(=O)(=O)N(C)C)cc1)C1CCCCC1,95,1,-2,9,-2.2,-3.4,-8,-2,4
Cc1cccc(NS(=O)(=O)c2ccc(C(C)(C)C)cc2)n1,106,12,-26,3,0.7,-2.5,3,-5,10
CN(C)S(=O)(=O)c1cccc(NC(=S)N2CCc3ccccc32)c1,99,19,-2,-13,-1.7,-1.8,-1,-5,17
COc1ccc(N2CCN(c3nc(C)c(C)c(=O)[nH]3)CC2)cc1,114,-5,-6,13,-1.4,0.2,8,-2,22
CCC(C)[C@H](NC(=O)OC(C)(C)C)C(=O)N/N=C/c1ccc2nccnc2c1 (stereo partly drawn),100,6,-17,20,-3.3,-2.3,2,15,8
COc1ccc(-n2c(COc3ccc(C)cc3)n[nH]c2=S)cc1,107,13,-24,-1,1.1,0.6,2,4,14
COc1ccc(Nc2cc(C(=O)NC3CCCC3)c3ccccc3n2)c(OC)c1,96,-13,-10,12,-3.2,-1.6,2,5,9
CCN1CCN(C(=S)NCC(C)C)CC1,100,-8,3,0,-2.9,-1.9,0,6,34
Cc1ccc2ccc(C)[n+](CCCS(=O)(=O)[O-])c2c1,87,-9,1,21,0.9,-2.6,-12,-3,-16
Cc1cc(Cl)ccc1Oc1nc(-c2ccc(F)cc2)ccc1C#N,90,13,3,-29,-2.5,-2.3,-10,-3,3
COc1ccccc1NNC(=O)c1cccnc1Oc1ccccc1,94,10,-7,-14,-1.7,-0.3,-7,-5,5
CC(C)Cc1nc2ccccc2[nH]1,103,-12,-3,10,-2.4,-3.0,6,-7,-18
COc1cccc(CNC(=S)Nc2ccc(Cl)cc2C)c1,98,-12,-12,12,-2.6,-1.2,1,0,-12
Cc1ccc(Cl)cc1N1CCN(C(=O)C2CCCN(S(=O)(=O)c3cnc[nH]3)C2)CC1 (stereo not drawn),111,-6,-28,-13,-1.9,-2.4,8,-7,21
Nn1c(SCC(=O)Nc2cccc(C(F)(F)F)c2)nncc1=O,105,-1,-1,2,-0.1,-3.7,4,13,3
CCOc1ccc(CN(C)C(=O)[C@H](Cc2ccccc2)NC(=O)OCc2ccccc2)cc1OC,95,-18,-49,1,-2.8,-1.5,1,1,-5
COCCN(C(=O)CCC(=O)Nc1cc(C)on1)C(C(=O)NC1CCCC1)c1ccc(C(C)C)cc1 (stereo not drawn),97,-6,-50,-1,-0.7,2.0,-1,-1,-5
COc1ccc(NC(=S)N(CCN(C)C)C(C)c2ccco2)cc1Cl (stereo not drawn),111,-5,-1,8,-2.5,-3.8,1,0,18
COc1cccc(C(C)NC(=O)Nc2cc(Cl)ccc2OC)c1 (stereo not drawn),101,0,-1,-2,-1.2,-2.0,0,0,-12
Cc1ccc2nc(C)cc(NCCO)c2c1,95,-5,0,-5,-0.2,-0.3,-1,0,11
O=C(Nc1ccc(Cl)cc1)N1CCC(c2nc(-c3ccccc3Cl)no2)CC1,106,-3,-1,-17,-4.1,-1.4,0,0,23
O=c1[nH]c(CN2CCN(c3ccccn3)CC2)nc2c(Br)cc(Br)cc12,105,-5,-8,17,-3.1,-1.3,0,-6,.
CN(C(=O)COC(=O)c1ccccc1C(=O)N1CCN(c2ccccc2)CC1)c1ccccc1,100,-4,-40,-1,-1.4,-0.8,-2,1,-15
Cc1ccccc1-n1cc(-c2ccc(Br)cc2)nc1SCC(N)=O,96,3,-31,-22,-1.4,-2.0,2,6,-2
Cc1ccc(S(=O)(=O)C/N=C(/NC(=S)N(c2ccccc2)c2ccccc2)c2ccccc2)cc1,103,2,-1,-9,-5.0,-4.0,6,-4,29
CNC(=O)COc1ccccc1C(=O)Nc1ccc2c(c1)oc1ccccc12,101,-4,-1,14,-3.6,-2.3,1,3,3
CCOc1ccccc1OCCN1CCCC1,133,5,0,3,-3.0,-2.7,18,0,1
COCCn1nnnc1CN1CCN2CCCC2C1 (stereo not drawn),97,-1,-1,12,-2.6,-1.4,-2,3,-1
CN1CCN(c2ccc(-c3ccnn3C(=O)Nc3ccccc3)cc2)CC1,105,-8,1,-2,-1.0,5.9,-2,0,6
COc1cc(C2CC(=O)C=C(O)C2)cc(OC)c1OC (stereo not drawn),105,6,-42,5,-1.9,-0.9,-1,7,7
COC(=O)c1c(C(=O)OC)c2n(c1C)CCC2,95,7,-5,4,-3.2,-2.5,-6,4,5
COc1cc(OC)cc(/C(N)=N/O)c1,103,6,-4,16,-2.4,-0.3,-2,-2,12
[2H]c1c([2H])c([2H])c(-c2nc(N3CCCCCC3)sc2C(=O)c2ccccc2)c([2H])c1[2H],81,1,-12,-34,-2.2,-3.7,-7,-5,17
Cc1ncc(CO)c(/C=N/NC(=S)Nc2ccc(Cl)c(Cl)c2)c1O,103,8,4,28,-2.4,-1.8,-1,7,-15
CC(=O)Nc1ccc(C(=O)NC(CC(=O)O)c2ccc(Cl)cc2)cc1 (stereo not drawn),109,4,-4,18,-0.7,-0.5,7,-4,14
Cn1c(=O)c2[nH]c(COc3ccc(C(C)(C)C)cc3)nc2n(C)c1=O,96,3,-20,7,-2.9,-0.6,-15,-12,24
CCOC(=O)c1cc(=O)n2[nH]c(-c3ccc(C)cc3)cc2n1,98,33,-7,26,-3.5,-4.2,-5,-8,4
O=C(CN1C(=O)C2C3c4ccccc4C(c4ccccc43)C2C1=O)Nc1ccccc1C(=O)O (stereo not drawn),103,11,-31,13,-2.9,-3.7,-1,-4,10
COc1ccccc1CN(Cc1cc2cc3c(cc2[nH]c1=O)OCCO3)Cc1nnnn1Cc1ccco1,97,21,-10,24,-0.7,0.2,0,21,-1
Cc1ccc(NC(=O)CCn2nc(C)cc2C)c(C)c1,112,-13,1,-3,-2.5,-0.3,12,2,7
CSc1nc(N)nc(SCC(=O)c2ccccc2)c1C#N,102,8,5,8,-5.6,0.6,2,-1,-7
Cc1ccc2c(c1)nnn2C1CCN(S(=O)(=O)c2ccc(C(=O)NC3CCCC3)cc2)CC1,99,4,-14,4,-1.5,-0.1,-1,-15,7
CCOc1cccc2c1OC(c1cc(OC)c(OC)c(OC)c1)N1N=C(c3ccc(C)o3)CC21 (stereo not drawn),6.0*,34,-23,10,-4.5,-1.6,8,-3,29
CC1CN(c2ccccc2)c2nc3c(c(=O)[nH]c(=O)n3C)n2C1 (stereo not drawn),107,-16,-12,10,-2.8,2.3,10,-3,2
CCCN1CCN(CC(O)COC(c2ccc(OC)cc2)c2ccc(OC)cc2)CC1 (stereo not drawn),101,-13,9,19,-3.5,-1.5,12,-8,18
CCCCn1c(-c2ccc(Br)cc2F)nc2c1c(=O)[nH]c(=O)n2CC(C)C,92,-14,-36,12,-1.1,0.1,-2,-1,18
Cc1ccc(C)c2c3c([nH]c12)-c1nonc1CC3,99,-8,-9,17,-2.2,3.5,0,-2,5
CC1CCCN(C(=O)Cn2nnc(-c3ccc(N(C)C)cc3)n2)C1 (stereo not drawn),110,5,-6,6,-0.6,-0.4,10,-6,0
CC(=O)N1CCc2cc(S(=O)(=O)Nc3ccc(C)cc3)ccc21,105,5,-14,10,-1.3,-1.6,7,-5,16
Cc1csc(NC(=O)c2cccs2)n1,110,-2,1,-12,-3.8,-2.1,8,-5,13

# A second format for some results above.
compound	MEKK2 WT-MEK5	NS3 helicase inh	DNA FID counter	SUMO HTRF inh	IMP-1 inh	VIM-2 inh	MEKK2mut PB1 HTS	PfM18AAP inh	NALP1 yeast inh
Cc1ccc2c(c1)nnn2C1CCN(S(=O)(=O)c2ccc(C(=O)NC3CCCC3)cc2)CC1	99	4	-14	4	-1.5	-0.1	-1	-15	7
CCOc1cccc2c1OC(c1cc(OC)c(OC)c(OC)c1)N1N=C(c3ccc(C)o3)CC21 (stereo not drawn)	6.0*	34	-23	10	-4.5	-1.6	8	-3	29
CC1CN(c2ccccc2)c2nc3c(c(=O)[nH]c(=O)n3C)n2C1 (stereo not drawn)	107	-16	-12	10	-2.8	2.3	10	-3	2
CCCN1CCN(CC(O)COC(c2ccc(OC)cc2)c2ccc(OC)cc2)CC1 (stereo not drawn)	101	-13	9	19	-3.5	-1.5	12	-8	18
CCCCn1c(-c2ccc(Br)cc2F)nc2c1c(=O)[nH]c(=O)n2CC(C)C	92	-14	-36	12	-1.1	0.1	-2	-1	18

# Next results:
SMILES,MEKK2 WT-MEK5,NS3 helicase inh,DNA FID counter,SUMO HTRF inh,IMP-1 inh,VIM-2 inh,MEKK2mut PB1 HTS,PfM18AAP inh,NALP1 yeast inh
C=CCn1c(-c2ccc(=O)n(Cc3ccccc3)c2)n[nH]c1=S,99,3,-4,17,-1.7,-0.7,-3,2,0
O=C(Nc1nc2nc(-c3ccccc3)cc(=O)n2[nH]1)c1ccccc1,.,3,-5,25,-16,-1.9,.,1,24
CCS(=O)(=O)N1Cc2ccccc2CC1C(=O)Nc1ncc(C)s1 (stereo not drawn),103,14,-12,10,-4.2,-3.8,-2,1,5
CCOc1ccc(-n2nnc3c(=O)n(CC(=O)NCc4ccco4)cnc32)cc1,100,14,-7,4,-3.5,-3.0,-2,7,.

# Bioassay records (PubChem BioAssay)
